Screening results from PubChem.
PRMT1 FP inh – blocks human protein arginine methyltransferase 1. Q99873. inhibition, % at 2.79 µM. 1.3% of 370,000 active. recombinant PRMT1, activity-based probe fluorescence polarization. AID 652257;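 active = inhibition above about 21% made by adding two undisclosed values, limit read from the data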
Target sequence (Q99873 whole entry, looked up): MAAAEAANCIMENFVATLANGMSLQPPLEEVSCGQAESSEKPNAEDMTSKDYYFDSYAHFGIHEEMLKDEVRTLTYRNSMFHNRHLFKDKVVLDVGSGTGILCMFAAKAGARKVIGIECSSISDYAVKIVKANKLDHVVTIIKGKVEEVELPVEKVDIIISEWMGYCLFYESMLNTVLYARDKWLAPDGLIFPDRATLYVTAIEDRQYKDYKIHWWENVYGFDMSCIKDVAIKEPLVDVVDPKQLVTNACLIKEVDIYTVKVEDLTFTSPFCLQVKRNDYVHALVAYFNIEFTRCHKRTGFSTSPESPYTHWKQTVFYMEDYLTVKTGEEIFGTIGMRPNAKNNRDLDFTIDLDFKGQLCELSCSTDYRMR
Tn6 DDE FP – DD(E)-Tn6 binding inhibition, primary FP screen | Fibrin DD(E) TRITC-Tn6 fluorescence polarization displacement | P02675 | 0.21% of 370,000 active | inhibition, % at 8.3 µM;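 active = inhibition above a per-campaign cutoff: mean of compounds within control limits plus 3 SD, cut at about 15% in these data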;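 note: 0% = median of all compound wells on the plate and 100% = blocking peptide control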
Tn7 DDE FP – DD(E)-Tn7 binding inhibition, primary FP screen; AID 720508; FP displacement of FITC-Tn7 peptide from fibrin DD(E); 0% = median of compound wells per plate; 0.13% of 370,000 active; inhibition, % at 8.3 µM;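 active = inhibition above the mean of compounds falling within the control limits plus 3 SD of them, cut at about 14% in these data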;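 note: 0% = plate median of compound wells and 100% = 10 µM Aha-Tn7 peptide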
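Test system: human clot-derived fibrin DD(E) complex / Quantity: 2 µM final DD(E) protein / Incubation: 10 min plus 3 h, room temperature / Measured by: fluorescence polarization / Benchmarks: high control of 10 µM Aha-Tn7 peptide / Replicates: singlicate testing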
KLK7 zymogen act – proKLK7 (human) activation, primary screen | AID 652039 | activation, % at 7 µM | P49862 | 0.9% of 370,000 active | purified proKLK7, EDANS-DABCYL substrate fluorescence; 100% is mature enzyme control, 0% vehicle;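 active = activation above the mean of all tested compounds plus 3 SD, computed per campaign excluding outliers beyond control limits, cut at about 13% in these data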
Target sequence (P49862 whole entry, looked up): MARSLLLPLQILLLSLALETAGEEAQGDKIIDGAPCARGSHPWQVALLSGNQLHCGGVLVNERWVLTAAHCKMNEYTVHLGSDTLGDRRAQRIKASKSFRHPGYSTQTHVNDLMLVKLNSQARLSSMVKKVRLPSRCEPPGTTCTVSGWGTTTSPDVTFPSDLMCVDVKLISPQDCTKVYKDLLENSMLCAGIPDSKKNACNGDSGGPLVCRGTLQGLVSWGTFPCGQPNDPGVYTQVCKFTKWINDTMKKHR
UHRF1 MBD2 ctr – blocks human UHRF1 binding to methylated DNA; Q96T88; UHRF1 binding to methylated oligo, TR-FRET; inhibition, % at 4.4 µM; 0.75% of 370,000 active; AID 687016; in the data active = inhibition above about 21%;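 note: UHRF1 SRA domain binding a hemimethylated CpG hairpin DNA probe; 0% = median of test compound wells and 100% = reference inhibitor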
MBD2 inh – inhibitors of human MBD2 binding to methylated oligonucleotide; AID 686964; inhibition, % at 4.4 µM; 0.31% of 370,000 active; TR-FRET; Q9UBB5; in the data active = inhibition above about 13%
TCR CD3 inh – blocks the human TCR-CD3 interaction; TAMRA-labeled TCR probe fluorescence, biochemical; inhibition, % at 9.4 µM; 0.37% of 360,000 active; in the data active = inhibition above about 19%;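 note: recombinant mutant TCR 2C K166C tagged with TAMRA read by polarization; 0% = receptor in buffer alone and 100% = receptor with positive control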
SIAE primary – inhibitors of human sialic acid acetylesterase SIAE; Q9HAT2; SIAE FP-Rh probe binding, fluorescence polarization; inhibition, % at 9.66 µM; 0.69% of 370,000 active; AID 1053197;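 active = inhibition above a cutoff: mean of compounds within the control limits plus 3 SD of those, cut at about 17% in these data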;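 note: 0% = plate median of compound wells and 100% = probe without SIAE protein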
TDP2 absorb – TDP2 (human) inhibition, absorbance primary screen. O95551. inhibition, % at 12.8 µM. AID 720702. 0.34% of 370,000 active. recombinant TDP2, T5PNP hydrolysis, p-nitrophenol absorbance 415 nm;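 active = inhibition above the mean of all tested compounds plus 3 SD, set per campaign, cut at about 25% in these data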;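 note: 0% = DMSO with enzyme and 100% = buffer with substrate but no TDP2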
Target sequence (O95551 whole entry, looked up): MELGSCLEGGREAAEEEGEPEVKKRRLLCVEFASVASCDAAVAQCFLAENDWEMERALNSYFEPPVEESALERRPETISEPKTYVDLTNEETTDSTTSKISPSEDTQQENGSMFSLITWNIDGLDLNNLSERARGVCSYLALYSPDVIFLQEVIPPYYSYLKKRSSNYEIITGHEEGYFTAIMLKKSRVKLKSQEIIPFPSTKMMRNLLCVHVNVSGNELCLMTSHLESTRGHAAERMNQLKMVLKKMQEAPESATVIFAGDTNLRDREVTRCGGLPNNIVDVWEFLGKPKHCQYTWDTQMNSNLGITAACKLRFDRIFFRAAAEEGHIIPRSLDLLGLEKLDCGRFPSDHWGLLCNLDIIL
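Read-out basis: percent inhibition. System: recombinant human TDP2. Buffer or medium: Mg2+-containing Tris-HCl buffer, pH 7.5. Repeats: single replicate. Timing: reaction 2 h, 37 °C. Benchmarks: high control without enzyme, low control DMSO plus TDP2. Probe or stimulus: 5 mM T5PNP. Doses: 12.8 µM only. Measured by: epi absorbance of p-nitrophenol freed from T5PNP by hydrolysis.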
LEDGF integ inh – blocks HIV-1 LEDGF/p75-dependent DNA integration; TR-FRET IN-LEDGF/p75 DNA integration, Eu/Cy5; inhibition, % at 3.7 µM; 0.64% of 370,000 active; AID 743269;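 active = inhibition above the screen-wide mean plus 3 SD, cut at about 13% in these data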;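 note: signal is the Cy5 over europium emission ratio at 671 and 618 nm; 0% = plate median of compound wells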
* = called active by the depositor; . = not tested or not shown.

SMILES | PRMT1 FP inh | Tn6 DDE FP | Tn7 DDE FP | KLK7 zymogen act | UHRF1 MBD2 ctr | MBD2 inh | TCR CD3 inh | SIAE primary | TDP2 absorb | LEDGF integ inh
CSc1nnc(-c2cccc(NC(=O)c3ccccc3)c2)n1C | 1 | -1 | 1 | -0.7 | 26* | -3 | -6 | 1 | 5 | -1
CCS(=O)(=O)c1nc(S(=O)(=O)c2ccc(C)cc2)c(N2CCC(O)CC2)s1 | 0 | 0 | -7 | 0.0 | 6 | -3 | -3 | -7 | -2 | 0
CN(Cc1cnccn1)C(=O)c1cc(COc2cccc(C(F)(F)F)c2)on1 | -2 | 4 | 1 | -0.7 | 0 | -7 | 0 | 0 | 5 | -1
CCOC(=O)/C(=C/Nc1ccccc1)[N+](=O)[O-] | -2 | 9 | 2 | -0.3 | 0 | -1 | -6 | 6 | -6 | -1
Cn1c(SCC(=O)NNC(=O)Cc2ccccc2)nnc1-c1ccc(Cl)cc1 | -2 | 4 | -4 | 1.0 | -1 | -3 | 4 | -2 | -9 | -4
O=C(CNCc1ccc(F)cc1)Nc1ccc(C(=O)N2CCCCC2)cc1 | 3 | 3 | -1 | -0.5 | 1 | -4 | 0 | 4 | 7 | 1
COC(=O)c1cn(CC(=O)NCc2ccco2)c2ccccc12 | 0 | 2 | 8 | -0.2 | 0 | 2 | -3 | -6 | 0 | -3
Cc1ccc(NC(=O)CCC(=O)N/N=C/c2ccc([N+](=O)[O-])o2)cc1C | 6 | -7 | -5 | -0.4 | -1 | -7 | 1 | 6 | -27 | 9
COc1cccc(-n2c(C)nn(CCOc3ccccc3)c2=O)c1 | 1 | -2 | 4 | -0.9 | 1 | -3 | -4 | 3 | 4 | -6
COc1ccc(NC(=O)Nc2nnc(-c3ccco3)s2)cc1 | 2 | -1 | -3 | 0.5 | 0 | 2 | -1 | 1 | -10 | 3
O=C(O)c1ccc(CS(=O)c2cccc(C(F)(F)F)c2)o1 (stereo unspecified) | 0 | 0 | 2 | -0.5 | -1 | 1 | 4 | 3 | -10 | 1
CC(C)CC1(C)NC(=O)N(CC(=O)Nc2ccc(F)c(F)c2F)C1=O (stereo unspecified) | -5 | 1 | 5 | 0.6 | -2 | -10 | 5 | 3 | 5 | 0
CC(NC(=O)c1ccc2nc[nH]c2c1)c1ccccc1 (stereo unspecified) | -4 | 6 | 0 | 0.1 | 0 | 2 | -4 | 7 | -6 | 1
O=C(NCC(=O)N(c1ccc(F)cc1)C(C(=O)NC1CCCC1)c1cccnc1)c1cccs1 (stereo unspecified) | -2 | 3 | 5 | -0.5 | -2 | -4 | 5 | -1 | 11 | -1
O=C(O)C1CCN(Cc2cccnc2)CC1 | 1 | 6 | 5 | -0.3 | 0 | 1 | 5 | -1 | -2 | 2
Cc1ccc(S(=O)(=O)N/N=C\c2ccc(C)o2)cc1 | 2 | 2 | 0 | 0.1 | -1 | 0 | -4 | 3 | 2 | -1
Cc1cc(N2CCN(c3ncccn3)CC2)nc2c(C)cccc12 | 1 | -1 | -3 | -0.4 | -1 | -5 | 6 | 7 | 10 | -3
CCC(=O)Nc1ccc2c(c1)OC[C@@H](C)NC[C@@H](C)[C@@H](OC)CN(C)C2=O | -5 | 0 | -2 | 0.3 | 0 | 4 | 3 | 9 | -6 | 1
CCn1c(SCC(=O)Nc2ccc(C(C)=O)cc2)nc2ccccc21 | 1 | 2 | 8 | -0.5 | 0 | 2 | -5 | -3 | 3 | -2
CCOC(=O)C(=CNNc1ccsc1C(=O)OC)C(=O)OCC | -6 | 0 | 6 | 0.0 | -4 | -4 | 8 | 3 | 11 | 6

Reformatted field by field: part of the list above.
Cc1ccc(NC(=O)CCC(=O)N/N=C/c2ccc([N+](=O)[O-])o2)cc1C
  PRMT1 FP inh = 6; Tn6 DDE FP = -7; Tn7 DDE FP = -5; KLK7 zymogen act = -0.4; UHRF1 MBD2 ctr = -1; MBD2 inh = -7; TCR CD3 inh = 1; SIAE primary = 6; TDP2 absorb = -27; LEDGF integ inh = 9

COc1cccc(-n2c(C)nn(CCOc3ccccc3)c2=O)c1
  PRMT1 FP inh = 1; Tn6 DDE FP = -2; Tn7 DDE FP = 4; KLK7 zymogen act = -0.9; UHRF1 MBD2 ctr = 1; MBD2 inh = -3; TCR CD3 inh = -4; SIAE primary = 3; TDP2 absorb = 4; LEDGF integ inh = -6

Carrying on.
SMILES | PRMT1 FP inh | Tn6 DDE FP | Tn7 DDE FP | KLK7 zymogen act | UHRF1 MBD2 ctr | MBD2 inh | TCR CD3 inh | SIAE primary | TDP2 absorb | LEDGF integ inh
COc1ccc(C(=O)Cn2c(=N)n(C)c3ccccc32)cc1 | 1 | 4 | 6 | 0.8 | 0 | -7 | -5 | 8 | -21 | 3
Nc1nc(SCC(=O)Nc2ccc([N+](=O)[O-])cc2Br)n[nH]1 | -3 | 8 | -2 | 0.6 | -5 | -3 | 0 | 9 | 3 | 1
CCOc1ccc(NC(=S)NCc2ccc3[nH]c(C)cc3c2)cc1 | 1 | -1 | 4 | -0.2 | -1 | 2 | -2 | 11 | 9 | -2
Cc1ccc(NC(=O)c2ccc(OCc3c(C)noc3C)cc2)nc1 | 3 | 11 | 2 | 0.0 | -2 | 3 | 4 | -8 | 3 | -1
C=CCN(C)C(C#CCCCC)c1ccccc1 (stereo unspecified) | 2 | 1 | 4 | . | -1 | 1 | . | 3 | 6 | 2
COc1ccc(C2CC(c3c(-c4ccccc4)c4cc(Cl)ccc4[nH]c3=O)=NN2S(C)(=O)=O)cc1OC (stereo unspecified) | -2 | 1 | 0 | -22 | 3 | -4 | 11 | -84 | -3 | -1
Cc1ccc(NC(=O)CNC(=O)c2cccs2)c(O)c1 | 1 | -7 | 1 | -0.3 | 0 | -5 | -3 | 8 | 5 | 1
COc1ccc(NC(=O)[C@H](C)NC(=O)C2CCN(S(=O)(=O)c3ccc(C)cc3)CC2)cc1 | -2 | -1 | 1 | -0.3 | 5 | 2 | -1 | 3 | -8 | -3
Cc1nc(CCNC(=O)C2CCC(=O)N(Cc3ccc(Cl)cc3)C2)sc1C (stereo unspecified) | 5 | -1 | 1 | 0.1 | 2 | 5 | 6 | -6 | -14 | -3
O=C(NCc1cccs1)C(Cc1ccccc1)NS(=O)(=O)c1cccs1 (stereo unspecified) | 1 | -8 | -6 | -0.1 | 2 | 1 | 2 | -1 | 2 | 1
COc1ccc(CN2C(=O)CCC2(C)c2nnnn2-c2ccc3c(c2)OCCO3)cc1OC (stereo unspecified) | -3 | -4 | -5 | 0.4 | 2 | 3 | 2 | 1 | 4 | -1
COc1ccc(-c2ccc(SC)nn2)cc1 | 7 | -5 | -3 | 0.1 | -2 | 1 | 0 | -5 | -6 | -1
O=C(CSc1nnc(-c2cccnc2)n1CCN1CCCCC1)Nc1cccc(Cl)c1 | -1 | 12 | 5 | -0.2 | 0 | 1 | 9 | -8 | -7 | -6
CC(=O)c1cccc(S(=O)(=O)N(C)C2CCN(C)CC2)c1 | 5 | -3 | -3 | -0.4 | 5 | 3 | -1 | -1 | -3 | -2
O=C(c1ccc2c(=O)n(CCc3ccccc3)c(=O)[nH]c2c1)N1CCN(c2ccc(F)cc2)CC1 | 0 | -1 | 2 | -0.2 | -1 | 0 | -6 | -3 | -6 | -8
CCOc1cccc(/C=N/N2CCN(c3ccc(Cl)cc3)CC2)c1O | -7 | -3 | -3 | 0.5 | -3 | -2 | 0 | 21* | 15 | 5
O=c1cc(-c2ccccc2)[nH]n1-c1nc2ccccc2[nH]1 | -1 | -9 | -3 | 2.5 | -4 | 0 | 6 | 8 | 6 | 3
CC1CCCCC1NC(=O)CCCCCn1c(=S)[nH]c2ccsc2c1=O (stereo unspecified) | 1 | -10 | -4 | 0.2 | 1 | 3 | 2 | 1 | -10 | 2
c1ccc(COc2cccc(-c3cc4nc(NCCc5ccncc5)ccn4n3)c2)cc1 | 3 | -12 | -3 | -7.1 | -2 | -2 | -3 | -19 | -3 | 1
Cc1ccc(F)cc1C(=O)N1CCCCC1c1cc(C(=O)Nc2ccccc2)no1 (stereo unspecified) | -5 | -1 | -4 | 0.6 | 0 | 2 | 4 | -7 | 3 | 1

Next section (3 carried over from the part before).
SMILES | PRMT1 FP inh | Tn6 DDE FP | Tn7 DDE FP | KLK7 zymogen act | UHRF1 MBD2 ctr | MBD2 inh | TCR CD3 inh | SIAE primary | TDP2 absorb | LEDGF integ inh
CC1CCCCC1NC(=O)CCCCCn1c(=S)[nH]c2ccsc2c1=O (stereo unspecified) | 1 | -10 | -4 | 0.2 | 1 | 3 | 2 | 1 | -10 | 2
c1ccc(COc2cccc(-c3cc4nc(NCCc5ccncc5)ccn4n3)c2)cc1 | 3 | -12 | -3 | -7.1 | -2 | -2 | -3 | -19 | -3 | 1
Cc1ccc(F)cc1C(=O)N1CCCCC1c1cc(C(=O)Nc2ccccc2)no1 (stereo unspecified) | -5 | -1 | -4 | 0.6 | 0 | 2 | 4 | -7 | 3 | 1
COc1cccc(NC(=O)c2ccc(-n3cnnn3)cc2)c1 | -3 | 1 | -2 | -0.1 | 0 | 1 | 5 | -3 | 6 | -2
O=C(Nc1ccc(C(F)(F)F)cc1)C1=NN(C2CCS(=O)(=O)C2)C(=O)CC1 (stereo unspecified) | -3 | 5 | -6 | 0.1 | -2 | -3 | 2 | -10 | 13 | 1
COc1ccc(Nc2nc(N)nc(CSc3nc(C)cc(C)n3)n2)cc1 | 0 | -8 | -4 | 0.1 | 0 | 2 | 2 | -3 | 4 | 0
OCCNc1nc(Nc2ccccc2)nc(Nc2ccccc2)n1 | 2 | -8 | 4 | -0.6 | 2 | 1 | -1 | -11 | -8 | -2
CC(=O)N1CCN(C(=O)c2ccc(Cl)c(S(=O)(=O)N3CC(C)OC(C)C3)c2)CC1 (stereo unspecified) | 0 | 5 | 7 | -0.2 | 2 | 3 | -4 | -1 | 4 | -6
N/C(=N\S(=O)(=O)c1cc(C(F)(F)F)cc(C(F)(F)F)c1)c1ccncc1 | -1 | 4 | 9 | -0.2 | -2 | 1 | 10 | 4 | -8 | -2

Structural class, those above containing a COOH group.
SMILES | PRMT1 FP inh | Tn6 DDE FP | Tn7 DDE FP | KLK7 zymogen act | UHRF1 MBD2 ctr | MBD2 inh | TCR CD3 inh | SIAE primary | TDP2 absorb | LEDGF integ inh
O=C(O)c1ccc(CS(=O)c2cccc(C(F)(F)F)c2)o1 (stereo unspecified) | 0 | 0 | 2 | -0.5 | -1 | 1 | 4 | 3 | -10 | 1
O=C(O)C1CCN(Cc2cccnc2)CC1 | 1 | 6 | 5 | -0.3 | 0 | 1 | 5 | -1 | -2 | 2
